EWS-Fli block – EWS/Fli transcriptional activity inhibition. A673 NR0B1-luciferase reporter, viability-normalised. inhibition, % at 12.6 µM. 350,000 tested, 0.67% active. AID 651661;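 active means mean inhibition of at least 50% after viability correction, with every replicate also passing that limit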;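 further: firefly luciferase signal divided by Alamar Blue viability fluorescence both relative to DMSO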
CASP6 VEID inh – blocks human caspase-6 cleavage activity. P55212. inhibition, % at 12.5 µM. purified caspase-6, Z-VEID-R110 cleavage fluorescence. 350,000 tested, 0.53% active;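 active means mean inhibition across replicates at least about 35%, with every replicate also reaching that limit, limit read from the data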;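 further: 0% = median of neutral control wells and 100% = no fluorescence left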
Target sequence (P55212 24-179 limits assumed): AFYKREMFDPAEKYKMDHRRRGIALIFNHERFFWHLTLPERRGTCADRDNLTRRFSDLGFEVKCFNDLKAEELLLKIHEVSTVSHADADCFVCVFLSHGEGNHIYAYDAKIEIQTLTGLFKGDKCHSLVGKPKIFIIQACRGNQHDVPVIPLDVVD
Target sequence (P55212 194-293 limits assumed): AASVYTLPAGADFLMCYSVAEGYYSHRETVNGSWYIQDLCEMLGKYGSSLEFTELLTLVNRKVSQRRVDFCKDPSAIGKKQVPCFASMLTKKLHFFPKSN
ARNT-TACC3 inh – disruptors of human ARNT/TACC3 interaction | Q9Y6A5 | AlphaScreen His-ARNT PAS-B/GST-TACC3 binding, luminescence; TACC3 fragment carries E629A point mutation | 390,000 tested, 0.66% active | inhibition, % at 9.99 µM;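 active means mean inhibition of replicates at least 50% and at least half of replicates each reaching 50%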;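 further: 0% = complete ARNT plus TACC3 wells and 100% = ARNT alone without TACC3; many hits fall short of the cut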
LGR2 antag – inhibitors of bursicon-induced Drosophila LGR2 receptor cAMP signaling; HEK293 LGR2, CRE-luciferase, bursicon-stimulated, 4 h; inhibition, % at 9.99 µM; 380,000 tested, 0.35% active; AID 720647;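 active means drop in luminescence signal, shown as inhibition above about 50% in the replicate tests, limit read from the data, passing the limit was not always enough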;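 further: agonist challenge used bursicon conditioned medium at about half maximal strength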
DENV2 CPE rescue – DENV2-induced cell death inhibition | CPE inhibition, % at 9.99 µM | DENV2-infected cells, cytopathic effect rescue, plate reader | 350,000 tested, 1.7% active; in the data active means CPE inhibition above about 20%, passing the limit was not always enough; tested in BHK-21 cells;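 further: 0% = median of neutral control wells and 100% = median of positive control wells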
PAX8 inh HTS – PAX8 transcriptional activity inhibition; RMG-I TPO-luciferase reporter, SteadyGlo, 24 h; inhibition, % at 12.6 µM; 360,000 tested, 1.2% active; AID 652154;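 active means mean replicate inhibition at least 60% with every replicate also reaching 60%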;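 further: luciferase light reporting Pax8 driven TPO promoter activity; plate controls were median of neutral control wells for no effect and mitoxantrone controls for full effect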
SIRT5 block – blocks human SIRT5 desuccinylation of peptide; Q9NXA8; Purified SirT5, succinyl-peptide AMC, trypsin-coupled fluorescence; inhibition, % at 15 µM; 330,000 tested, 1.1% active; AID 652115; in the data active means inhibition above about 15%
Target sequence (Q9NXA8 whole entry, looked up): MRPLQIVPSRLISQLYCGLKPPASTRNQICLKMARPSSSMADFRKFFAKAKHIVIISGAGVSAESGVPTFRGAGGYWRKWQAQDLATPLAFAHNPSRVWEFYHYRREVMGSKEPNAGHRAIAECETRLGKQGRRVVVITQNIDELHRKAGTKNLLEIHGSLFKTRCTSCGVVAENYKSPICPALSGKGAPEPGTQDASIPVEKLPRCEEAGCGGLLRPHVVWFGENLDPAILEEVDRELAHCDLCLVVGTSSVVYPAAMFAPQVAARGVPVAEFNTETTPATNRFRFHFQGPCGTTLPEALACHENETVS
Active calls of the source: *; nt = not tested or not shown; & = joins results of further samples.

Second line of a record – EWS-Fli block, CASP6 VEID inh, ARNT-TACC3 inh, LGR2 antag, DENV2 CPE rescue, PAX8 inh HTS, SIRT5 block
CSc1cccc(N/C(=N/S(=O)(=O)c2ccccc2)NN)c1
  7, nt, -11, 2, 2, 19, 0
N#C/C(=C\c1ccc(F)c(F)c1)C(=O)NC1CCCCC1
  3, 2, -7, 23, -2, 1, nt
Cc1cc(C)c(NC(=O)CNC(=O)c2ccc3c(=O)n4c(nc3c2)CCC4)c(C)c1
  -4, 2, -6, -1, -3, 0, -1
CNc1ccc([N+](=O)[O-])cc1-c1nc2ccccc2[nH]c1=O
  18, 3, 1, 0, 11, -4, 1
Cc1cc(C(F)F)nn1CC(=O)Nc1cc([N+](=O)[O-])ccc1F
  nt, nt, -3, -6, nt, -2, nt
CCS(=O)(=O)c1nc(S(=O)(=O)c2ccc(C)cc2)c(N2CCN(C)CC2)s1
  16, 3, -4, -3, -4, 14, 0
COCCNC(=O)NC(=O)CN1CCCc2ccccc21
  8, 2, -1, -53, -3, -8, -1
CC(C)NC(=O)Nc1ccc2c(c1)CC(=O)N([C@@H](C)CO)C[C@@H](C)[C@@H](CN(C)C(=O)Nc1ccc(C(F)(F)F)cc1)O2
  -2, 1, 10, -10, -13, 4, -2
CSc1ccccc1NC(=O)COC(=O)Cc1cccs1
  7, 0, -19, 3, 5, 15, 3
CCc1nc(SCC(=O)Nc2ccccc2OC)n[nH]1
  -5, 1, 1, 3, 1, -7, 0
CC(C)NC(=O)N[C@H]1C=C[C@H](CC(=O)NCCN2CCCC2)O[C@H]1CO
  3, 0, 7, 1, -6, -4, -2
O=C(Nc1nnc(CCc2ccccc2)s1)c1cccc(F)c1
  -40, -2, -2, -21, -8, -50, 1
NC(=O)[C@H]1[C@@H]2C(=O)O[C@@H](c3ccccc3)[C@@H](c3ccccc3)N2[C@@H](c2ccc(O)cc2)[C@]12C(=O)Nc1ccc(C#CCCO)cc12
  -2, 4, -2, nt, 12, nt, 2
COc1ccc2oc(C)c(C(=O)NN)c2c1
  0, 0, -4, -2, 2, nt, -1
CCN1C(=O)/C(=C/c2cn(-c3ccccc3)nc2-c2cccnc2)SC1=S
  -4, -5, -4, -3, -1, -7, -3
CCc1nc2ccc(C(=O)NCCOc3ccc(OC)cc3)cn2c1N(CC)CCN(C)C
  1, -5, nt, -4, 3, 8, -3
Nc1nc(NCCCN2CCOCC2)nc(Nc2cccc(F)c2)c1[N+](=O)[O-]
  -18, -3, -8, -1, 5, 20, -1
CCCNC(=O)[C@H]1[C@H](CO)[C@H]2Cn3c(ccc(-c4ccccc4F)c3=O)[C@@H]1N2C(C)=O
  -5, 1, 10, 13, 14, nt, -8
C[C@H]1CN([C@@H](C)CO)C(=O)c2cccc(NC(=O)Nc3ccc4c(c3)OCO4)c2O[C@H]1CN(C)Cc1ccc(C(F)(F)F)cc1
  -3, -2, 1, 6, 1, 0, 8
CN(Cc1ccccc1O)CC1CCCN(CCc2ccc(Cl)cc2)C1 (configuration not stated)
  19, -18, 5, -4, -16, 11, -1

Next section; it opens with the 3 that closed the last part.
Second line of a record – EWS-Fli block, CASP6 VEID inh, ARNT-TACC3 inh, LGR2 antag, DENV2 CPE rescue, PAX8 inh HTS, SIRT5 block
CCCNC(=O)[C@H]1[C@H](CO)[C@H]2Cn3c(ccc(-c4ccccc4F)c3=O)[C@@H]1N2C(C)=O
  -5, 1, 10, 13, 14, nt, -8
C[C@H]1CN([C@@H](C)CO)C(=O)c2cccc(NC(=O)Nc3ccc4c(c3)OCO4)c2O[C@H]1CN(C)Cc1ccc(C(F)(F)F)cc1
  -3, -2, 1, 6, 1, 0, 8
CN(Cc1ccccc1O)CC1CCCN(CCc2ccc(Cl)cc2)C1 (configuration not stated)
  19, -18, 5, -4, -16, 11, -1
CCC1(C)Cc2ccccc2-c2[nH]c(=S)[nH]c(=O)c21 (configuration not stated)
  15, -4, 1, 3, 13, 1, -2
C[C@@H]1CN([C@@H](C)CO)C(=O)c2cc(NS(=O)(=O)c3ccc(Cl)cc3)ccc2O[C@@H](C)CCCCO[C@H]1CN(C)S(=O)(=O)c1cn(C)cn1
  -8, 1, -24, -16, 1, -4, -2
COc1ccccc1N1CCCSC1=Nc1ccccc1
  -2, nt, nt, -4, 0, 13, 2
COc1ccccc1/C=C/C(=C1/C(=O)N(c2ccccc2)N=C1C)c1ccc(C)cc1
  3, nt, 7, 11, nt, 14, nt
O=C(CCc1nnc2n(Cc3ccc(F)cc3)c(=O)c3ccccc3n12)N1CCN(c2ccccn2)CC1
  -3, 0, -6, -1, 13, 51, 3
O=C1[C@H](Cc2ccccc2)NCCCC[C@H](c2ccc(Cl)cc2)N1Cc1ccc(Cl)cc1
  -2, 2, -1, 13, -9, 20, -3
Fc1cc(Cl)ccc1Nc1nc(NCc2ccccc2)nc2ccsc12
  19, -5, nt, -1, 4, 30, nt
O=c1c2ccccc2c(-c2n[nH]c(=S)o2)nn1Cc1ccccc1
  15, -3, 2, -25, 0, -7, nt
CCOc1ccc(N2C(=O)CC(N3CCN(c4ccc([N+](=O)[O-])cc4)CC3)C2=O)cc1 (configuration not stated)
  -12, 0, 7, -8, 3, 2, -2
O=C(COC(=O)c1ccc2ncsc2c1)Nc1ccc(Cl)cc1
  -20, 3, 4, 4, -2, -48, -4
CCOc1ccc(Nc2cc(=O)oc3ccccc23)cc1
  8, 13, -5, 6, nt, nt, -9
CC(C)NC(=O)Nc1ccc2c(c1)CC(=O)N([C@H](C)CO)C[C@@H](C)[C@H](CN(C)C(=O)Nc1ccc(C(F)(F)F)cc1)O2
  4, 3, -2, -14, -2, -27, -2
COc1ccccc1C(=O)NCC(=O)NC(C)c1ccc(-n2ccnc2)cc1 (configuration not stated)
  -1, -1, 0, -5, -3, nt, -3
Cc1nc2c(-c3ccc(Cl)cc3)c(C)[nH]n2c(=O)c1Cc1ccccc1
  14, -4, 8, 16, -1, 62*, 17*
COc1ccccc1-n1c(-c2cc(-c3ccco3)[nH]n2)n[nH]c1=S
  9, 8, 2, nt, 9, 6, -2
CCn1cc(CNc2nc3nonc3nc2N2CCCCC2)cn1
  7, -1, 6, 0, -1, 2, -1
COc1ccc(C(=O)Nc2ccc3c(c2)OC[C@H](C)NC[C@@H](C)[C@@H](OC)CN(C)C3=O)cc1
  -1, -7, 9, 1, -1, nt, -4
CC(C)(C)NC(=O)Nc1cccc(Cl)c1Cl
  4, 5, nt, 2, 16, -3, -2
N#CCCN(C(=O)COC(=O)c1ccc(S(=O)(=O)N2CCCCCC2)cc1)c1ccccc1
  -2, 1, -2, -4, 1, 5, 2
C[C@@H]1CN([C@H](C)CO)C(=O)c2cc(NS(C)(=O)=O)ccc2O[C@@H](C)CCCCO[C@@H]1CN(C)CC1CCCCC1
  1, -4, 6, -10, -7, 7, 0
O=C(CN1CCCCCC1)Nc1ccc(Br)cc1[N+](=O)[O-]
  -21, -6, 23, -34, -7, -3, 4
CNc1cccc(-c2cccc(O)c2)n1
  -80, 1, nt, -30, 14, -134, nt
N#C[C@H]1[C@H](c2ccc(C#Cc3cccc(F)c3)cc2)[C@H](CO)N1C(=O)C1CCCC1
  -32, 3, 9, 12, -9, -26, 5
Cc1nc2ccc(S(=O)(=O)CCC(=O)NCc3ccc(Cl)cc3)cc2s1
  -3, -2, nt, nt, -6, 13, -3
COc1ccc(C(=O)NCCCOC(C)C)cc1OC1CCN(C(C)=O)CC1
  -53, 3, -5, -24, 4, -84, -2
O=C(CC1CS(=O)(=O)CC1CC(=O)Oc1ccccc1F)Oc1ccccc1F (configuration not stated)
  9, 4, -18, 8, 5, 5, -7
COc1cc(-c2cc(C(=O)Nc3ccc(S(N)(=O)=O)cc3)c3ccccc3n2)cc(OC)c1OC
  15, 1, -4, 15, -1, 11, -3
O=C(CCn1c(=S)oc2ccccc21)N1CCN(c2ccc(F)cc2)CC1
  5, -2, -5, 5, -3, 3, -2
COC(=O)N(C)C[C@@H]1OCc2cn(nn2)CCCC(=O)N([C@@H](C)CO)C[C@H]1C
  -1&-2&0, -2&2&0, 7&-4, 4&-1, -7&-10&-1, -8&-21, -1&-1&9
COc1ccc(C)cc1NC(=S)NNC(=O)c1c(Br)cnn1C
  3, -1, 0, nt, 2, -2, 1
O=C(O)CCCN1C(=O)/C(=C/c2ccncc2)SC1=S
  11, -1, -6, -21, 10, 53, 2
CC(=O)Nc1sc2c(c1C#N)CCC2
  -3, 4, -4, -1, nt, -10, 0
C[C@H]1CN([C@@H](C)CO)C(=O)c2cc(NC(=O)C3CC3)ccc2O[C@H]1CN(C)CC1CCCCC1
  10, 0, nt, 18, 1, -5, nt
Cc1cccc(N2C(=O)CC(c3ccc(F)cc3)C3=C2COC3=O)c1 (configuration not stated)
  3, 8, 11, 13, -1, -6, -2
CCN(CC(=O)Nc1ccc(OC)cc1)C(=O)c1ccc(=O)n(Cc2ccccc2)n1
  1, -1, nt, 5, 2, 11, -2
O=C(NCCN1C(=O)S/C(=C\c2ccc(Cl)c(Cl)c2)C1=O)c1cnccn1
  nt, nt, -5, 16, nt, -15, nt
C[C@@H]1CN([C@@H](C)CO)C(=O)c2cc(NS(=O)(=O)c3cn(C)cn3)ccc2O[C@@H](C)CCCCO[C@@H]1CN(C)C(=O)Nc1ccc2c(c1)OCO2
  -6, -4, nt, 6, 10, nt, 5
Cc1cccc(CN2CCN(C3CN(Cc4cn(Cc5ccc(C(F)(F)F)cc5)nn4)S(=O)(=O)C3)CC2)c1 (configuration not stated)
  18, 2, nt, 14, 0, 27, -3
Cc1ccc(NC(=O)COc2cccc(C)c2C)cc1S(=O)(=O)N1CCCCCC1
  13, -1, -2, 2, 17, nt, -2
CCOC(=O)C1(CC2CCCCO2)CCN(Cc2nc(C(C)C)cs2)CC1 (configuration not stated)
  10, -1, 0, 23, 0, 18, 1
Cc1ccccc1NS(=O)(=O)c1cc(OCC(N)=O)c(C)cc1Cl
  -2, 0, 0, 7, 0, 5, 0
Cc1cc(S(=O)(=O)NC2CC(C)(C)NC(C)(C)C2)c(Cl)cc1Cl
  12, -1, 1, -13, -4, -21, -7
O=C(Nc1ccc(C(F)(F)F)cc1)N[C@@H]1CC[C@@H](CCn2cc(C3(O)CCCC3)nn2)O[C@H]1CO
  1, nt, nt, 3, -8, 12, 2
CCOc1ccc(-n2c(=S)sc3c(=O)[nH]c(SCC(=O)NCC4CCCO4)nc32)cc1 (configuration not stated)
  1, 7, -6, 10, -5, 110*, nt
Cc1ccc(NC(=O)NC2CC(=O)N(c3ccc4c(c3)OCCO4)C2)c(C)c1 (configuration not stated)
  -2, 2, 0, 16, -2, 4, -5
Cc1cc(=O)oc(C)c1C(=O)Nc1ccc(F)cc1
  6, 0, -1, 0, 6, 0, 0
CC(=O)Nc1ccc(N(C(=O)c2ccco2)C(C(=O)NC2CCCC2)c2cccs2)cc1 (configuration not stated)
  -3, 4, 0, 17, -6, 17, -1
CC(C)CCNC(=O)c1csc2c1CCCCC2
  -12, 2, -3, -15, 0, -56, 4
O=C(C1CCOCC1)N1CC(=O)N2[C@H](CO)[C@H](c3ccc(/C=C/c4ccccc4)cc3)[C@@H]2C1
  2, 1, nt, 11, -2, -6, -2
COc1cccc(CN(C(=O)c2cc3ccccc3oc2=O)C2CCS(=O)(=O)C2)c1 (configuration not stated)
  -49, 3, -14, -21, -1, -14, 2
COCCN(C(=O)COC(=O)c1ccc2[nH]c(C)c(C)c2c1)c1c(N)n(Cc2ccccc2)c(=O)[nH]c1=O
  -2, 4, 7, 8, 3, -13, -3
COCC(=O)N1CCCCN2[C@H](C1)[C@H](c1ccc(-c3ccccc3)cc1)[C@@H]2CO
  -3, -6, -3, -8, nt, -17, -1
CC(=O)CC(=O)Nc1cccc2c1CCCC2
  nt, -4, nt, 2, nt, nt, -5
COc1ccccc1C#Cc1ccc([C@H]2[C@H](CO)N3CCCCN(C(=O)C4CC4)C[C@@H]23)cc1
  -3, 0, -2, nt, 5, 24, 6
O=C(Nc1ccc(F)cc1F)N1CCN(C/C=C/c2ccccc2)CC1
  -2, 1, -6, 27, -5, 8, nt
COC(=O)[C@]12CCCCC=C1N(Cc1ccco1)C(=O)[C@H](CC(=O)N1CCCCC1)C2
  -1, 2, nt, 9, 5, -12, -1
CCCCSc1nc2c(cnn2-c2ccc(F)cc2)c(=O)[nH]1
  14, -6, -7, 5, -2, -4, 0
O=C(Nc1ccc(Oc2ccccc2)nc1)C1CCCCN1Cc1ccco1 (configuration not stated)
  nt, 1, nt, -20, -4, -31, -5
O=C(NCc1ccco1)c1ccc2c(c1)N(Cc1ccc(Cl)cc1)CCS2
  5, -3, -17, 12, -11, -14, -3

Assay outcomes: PubChem BioAssay, Broad Institute
